DUSP3 inh: blocks the human dual specificity phosphatase VHR1 | actives 0.7% (n = 50,000) | AID 1992 | recombinant VHR phosphatase, colorimetric substrate read-out | P51452 | inhibition, % at 20 µM; in the data active = inhibition above about 60%; also: some results filed as inactive read as strong as hits
Target sequence (P51452 whole entry, looked up): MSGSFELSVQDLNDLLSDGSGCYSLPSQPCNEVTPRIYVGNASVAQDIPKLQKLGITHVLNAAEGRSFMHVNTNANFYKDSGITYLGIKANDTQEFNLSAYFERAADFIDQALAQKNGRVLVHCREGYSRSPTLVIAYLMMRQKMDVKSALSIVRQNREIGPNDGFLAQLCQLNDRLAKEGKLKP
* marks the source's active call; other numbers are inactive results.

SMILES	DUSP3 inh
CCOc1ccc(-n2nc3ccc(NC(=O)c4ccco4)cc3n2)cc1	13
CCOC(=O)CSc1nnnn1-c1ccccc1F	-15
COCCCNC(=O)CN(c1cc(Cl)ccc1OC)S(=O)(=O)c1ccc(C)c([N+](=O)[O-])c1	-69
COc1cc(CN2CCN(C(=O)c3ccccc3F)CC2)cc(OC)c1O	-6
O=C(N/N=C/c1ccc[nH]1)c1ccccn1	-14
O=C1N=C2N(CCN3CCOCC3)c3ccccc3N2/C1=C/c1ccccc1[N+](=O)[O-]	-26
Cc1ccc(C(=O)Sc2nc(-c3ccccc3)[nH]c2S(=O)(=O)c2ccc(C)cc2)cc1	4
CCOC(=O)C(=CNc1ccc(Nc2ccccc2)cc1)C(=O)OCC	3
O=C1CC(c2ccccc2)CC2=C1C(c1cccnc1)Nc1ccc(C(=O)c3ccccc3)cc1N2 (stereo not drawn)	-7
COc1ccccc1NC(=O)c1c(O)c2ccccc2[nH]c1=O	-6
CC1=NN(c2ccc(C)cc2)C(=O)/C1=C/c1ccc(-c2cccc(C(=O)O)c2)o1	1
O=C(Nc1ccc(NC(=O)c2cccc(F)c2)cc1)c1cccc(F)c1	-10
COc1cc(NS(=O)(=O)c2ccc(NC(=O)/C(=C\c3ccccc3OC)NC(=O)c3ccccc3)cc2)nc(OC)n1	-13
COc1ccc(CC(=O)NCC2CCCO2)cc1OC (stereo not drawn)	17
Cc1cc(OC2CCCCC2)nc(-c2ccccc2O)n1	-5
COc1cccc(C(=O)NNC(=O)COc2ccc(C(C)(C)C)cc2)c1	1
CC1(C)Oc2ccc3ccc(=O)oc3c2/C(=C/N2CCCCC2)C1=O	6
CN1CCN(c2ccc([N+](=O)[O-])c(NCCOc3ccc(C(C)(C)C)cc3)c2)CC1	-24
O=S(=O)(c1ccccc1)N1CCN(S(=O)(=O)c2ccccc2)C(O)C1O (stereo not drawn)	-3
COc1c(Cl)cc(C(=O)Nc2ccc(Cl)cn2)cc1Cl	13
CCC(=O)c1ccc(N2CCOCC2)c(F)c1	12
O=C(c1ccc(F)cc1)N1CCN=C1c1ccccc1	-1
Cc1cc(C)cc(N2C(=O)NC(=O)/C(=C\c3cccc(O)c3)C2=O)c1	10
O=S(=O)(Cc1ccccc1)CC(O)COc1ccc(Cl)cc1 (stereo not drawn)	6
Cc1cccc(OCC(=O)N/N=C/c2cccnc2)c1	-1

Next section; the last 2 above are carried over.
SMILES	DUSP3 inh
O=S(=O)(Cc1ccccc1)CC(O)COc1ccc(Cl)cc1 (stereo not drawn)	6
Cc1cccc(OCC(=O)N/N=C/c2cccnc2)c1	-1
CCN(CC)CCCCCOc1cccc(Cl)c1	-4
N/C(=N\OC(=O)/C=C/c1ccccc1)c1ccc(Br)cc1	3
CCOC(=O)c1ccccc1NS(=O)(=O)c1ccccc1	-10
CCOC(=O)c1c(C)oc2cc(Cl)c(O)c(CN(C)C)c12	1
COc1ccc(C2NC(=O)NC(C)=C2C(=O)Nc2cc(Cl)ccc2C)cc1OC (stereo not drawn)	-11
O=C(CC(c1ccccc1)c1ccccc1)N1CCCCC1	-42
Clc1ccc(-c2nc(-c3ccncc3)no2)c(Cl)c1	11
CCOC(=O)c1oc2cccc(O)c2c1CNCc1ccccc1	-5
Cn1/c(=N/N=C/c2cccc(C(F)(F)F)c2)sc2ccccc21	82
O=C(COc1ccccc1)Nc1ccc(N2CCOCC2)cc1	-22
CC(C)(C)c1ccc(OCC(=O)NCCO)cc1	-28
Cc1cc([N+](=O)[O-])ccc1NCc1cccc([N+](=O)[O-])c1	-6
COc1ccc(-c2ccc(/C=C/C(=O)c3ccc(C)cc3)o2)cc1	-9
CCOc1cc(C=C2C(=O)NC(=O)NC2=O)ccc1OCCOc1ccc(C(C)(C)C)cc1	-7
CC(=O)C1=C(O)C(=O)N(c2nc3ccccc3s2)C1c1ccccc1F (stereo not drawn)	-18
Cc1cc2nc(SCc3ccccc3)nc(C)c2cc1C	6
O=C1c2ccccc2C(=O)N1CCCCN(C(=O)c1ccc(Cl)s1)c1ccc(F)cc1F	-14
O=C1NC(=O)/C(=C\c2cccc([N+](=O)[O-])c2)S1	-10
O=C(O)CSc1nnc(-c2sc3ccccc3c2Cl)n1-c1ccccc1	-10
CN1CCN(Cn2c(O)c(N=NC(=O)c3cccnc3)c3cc(Br)ccc32)CC1	-14
Cc1ccc(NC(=O)C(=O)NCCN2CCOCC2)c(C)c1	-12
COc1ccc(/C=N/NC(=O)c2ccncc2)cc1Br	-87
COC(CNS(=O)(=O)c1ccccc1)c1ccccc1 (stereo not drawn)	-11
COc1ccc(-n2nc3cc(C)c(NC(=O)/C=C/c4ccccc4)cc3n2)cc1	15
COc1ccc(N(CC(=O)Nc2ccc(OC)cc2OC)S(=O)(=O)c2ccccc2)cc1	-9

(next part)
SMILES	DUSP3 inh
COc1ccc(C2CC(c3ccc(Br)cc3)=NN2C(=O)CCC(=O)O)cc1 (stereo not drawn)	5
COc1ccc(C/C(N)=N/OC(=O)c2cccs2)cc1	-4
O=C(COc1ccccc1)/C(=C(/O)c1ccccc1)c1nc2ccccc2[nH]1	-13
COc1cc2c(cc1OC)C(C)=NC(C)(C)C2	-8
CSc1ccc(S(=O)(=O)N(CC(=O)N2CCCC2)c2ccc(C)cc2)cc1	-12
COc1ccc(O)c(C2NN=C(Cc3ccccc3)S2)c1 (stereo not drawn)	-31
Cc1cccc(C(=O)Nc2ccc(NC(=O)COc3ccccc3C)cc2)c1	-12
COc1ccccc1N(CC(=O)NC(C)c1ccccc1)S(=O)(=O)c1ccccc1 (stereo not drawn)	-17
CN(C)CC#CC(O)(c1ccccc1)c1ccccc1	5
CCOC(=O)c1cccc(NC(=O)c2ccc(OC)cc2)c1	-25
Cc1ccc(NC(=O)Cn2cnc3c2c(=O)n(C)c(=O)n3C)nc1	-16
CSc1ccc(/C=C2/SC(NC(C)=O)=NC2=O)cc1	8
CC(C)CC(=O)N1CCN(Cc2ccncc2)CC1	2
c1ccc(CCSc2nc3ccccc3[nH]2)cc1	-39
O=C(Nc1cc(Cl)cc(Cl)c1)c1ccc(CN2CCc3ccccc3C2)cc1	6
COC(=O)C1=C(C(=O)OC)SC(=C2C(=S)C(C)(C)N(C(=O)C(F)(F)F)c3ccc(C)cc32)S1	2
CCOC(=O)C1=CN(c2ccc(OCC)cc2)C=C(C(=O)OCC)C1c1ccc(OC)cc1	-8
O=C(NCc1cccnc1)c1cnn2c1NC(c1ccc(F)cc1)CC2C(F)(F)F (stereo not drawn)	39
Cc1ccc(S(=O)(=O)NC2CCCCCCC2)cc1	-17
CC(=O)c1cnc2cc(-c3ccc(Cl)cc3)nn2c1C	6
Fc1cccc(Cl)c1C=NN1CCN(c2ccc(Cl)cc2)CC1	-4
Cc1n[nH]c(C)c1CCCCOc1ccccc1	-7
C=CCC1(N(CCc2ccccc2)C(C)=O)CCCCC1	-21
CCC1=NN(C(=O)c2ccccc2O)C(O)(c2ccncc2)C1 (stereo not drawn)	-5
NC(=S)N/N=C(/Cc1ccccc1)c1ccc(-c2ccccc2)cc1	-1

Pulled by structure from above, 4 records:
SMILES	DUSP3 inh
O=C(O)CSc1nnc(-c2sc3ccccc3c2Cl)n1-c1ccccc1	-10
Clc1ccc(-c2nc(-c3ccncc3)no2)c(Cl)c1	11
O=C(CC(c1ccccc1)c1ccccc1)N1CCCCC1	-42
COc1ccc(C2NC(=O)NC(C)=C2C(=O)Nc2cc(Cl)ccc2C)cc1OC (stereo not drawn)	-11

Following part.
SMILES	DUSP3 inh
COc1ccc2c(c1)OCC/C2=N\OC(=O)c1ccccc1OC	-9
Cc1cc(NC(=O)c2cc3ccccc3o2)ccc1NC(=O)c1ccccc1	-52
Cc1ccc2c(c1)C(c1ccccc1Cl)CC(=O)N2 (stereo not drawn)	22
CC(Sc1ccc(Cl)cc1)C(=O)O (stereo not drawn)	0
CN(C)/C=C1\N=C(c2cccc(Cl)c2)OC1=O	0
CC(=O)NC12CC3CCC(CC(C3)C1)C2	-15
Cc1ccc(NC(=O)COc2ccc(Br)c(C)c2)c([N+](=O)[O-])c1	-6
Cc1ccc(-c2ccc(C=C3C(=O)NC(=O)NC3=O)o2)c(Br)c1	10
CCOC(=O)c1c(C)nc2c(c1-c1ccc(Br)cc1)C(=O)CC(C)(C)C2	-83
O=c1[nH]c2ccc(Cl)cc2c(-c2ccccc2)c1Sc1nc2ccccc2[nH]1	5
CCOc1ccc(-c2cc(C)n3nc(C(=O)Nc4cc(C)ccc4O)cc3n2)cc1	-36
CCCCN(/C=C/C(=O)c1ccccc1)S(=O)(=O)c1ccccc1	2
CC(=O)N1N=C2CC(C)(C)OCC2C1c1ccccc1 (stereo not drawn)	7
O=c1oc2cc([N+](=O)[O-])ccc2nc1/C=C(O)/C=C\c1ccccc1	69
O=C(O)CCSc1nc2ccc(N3C(=O)c4ccccc4C3=O)cc2s1	0
O=C1NC(=Nc2cccnc2)S/C1=C\c1ccccc1Cl	-5
Clc1ccc(N2CCN(/N=C\c3cccs3)CC2)cc1	-6
O=C(CN1C(=O)S/C(=C/c2ccccc2F)C1=O)Nc1ccc(O)cc1	-44
O=C1CCCc2oc3ccc(NS(=O)(=O)c4cc(Cl)ccc4Cl)cc3c21	-17
CCC(=O)Nc1ccc(NC(=O)COc2ccccc2)cc1	13
COc1ccc2ccccc2c1C1NC(=O)NC(C)=C1C(=O)Nc1cc(Cl)ccc1C (stereo not drawn)	-19
COc1ccccc1N1CCN(C(=O)c2ccco2)CC1	-15
O=C(Oc1ccc(Cl)cc1)c1cccc(S(=O)(=O)N2CCOCC2)c1	-14
COc1ccc(OC)c(NC(=O)CN(c2ccccc2Cl)S(C)(=O)=O)c1	-5
COc1ccc(/C=N/NC(=O)CCc2c(C)n[nH]c2C)cc1O	-1

(continued)
SMILES	DUSP3 inh
O=c1c2cnn(-c3ccccc3)c2nc(-c2ccccc2F)n1-c1cccc(Cl)c1	1
CCOC(=O)c1c(CN(C)C)n(C)c2cc(Br)c(O)cc12	-13
CCNC(=S)N(Cc1ccc(Cl)cc1)C1CC(=O)N(c2ccccc2)C1=O (stereo not drawn)	-18
Cc1ccc2oc(-c3cc(NC(=O)C(C)C)ccc3O)nc2c1	-25
CCc1ccc(-c2csc(-c3cc4cccc(OC)c4oc3=O)n2)cc1	-4
CC(C)CCNC(=O)c1cccc([N+](=O)[O-])c1	-24
O=C(NN=C1CCCCC1)c1cccnc1	-27
COc1cccc(C(=O)N2c3cc(OC)ccc3-c3c(ssc3=S)C2(C)C)c1	10
CCN(CC)c1ccc(NC(=O)COc2ccc(C)cc2C)cc1	-5
CS(=O)(=O)Nc1nnc(SCC(=O)N(c2ccccc2)c2ccccc2)s1	-18
O=C(COc1cc(Cl)c(Cl)cc1Cl)N/N=C/c1cccnc1	-9
CCCCOc1ccc(C(=O)NCCC2(O)CCOC(C)(C)C2)cc1 (stereo not drawn)	-19
COc1ccc(C(=O)/C=C/Nc2ccccc2I)cc1OC	-6
CCOC(=O)c1c(C)oc2ccc(OCc3ccccc3)cc12	-24
O=[N+]([O-])c1ccc(-c2ccc(/C=N/n3cnnc3)o2)cc1	2
Cc1cc(NC(=O)c2ccc(Cl)cc2)ccc1-c1cc2ccccc2oc1=O	-24
CC1=NN(C(=O)c2ccc(Cl)cc2)C(O)(c2cccnc2)C1 (stereo not drawn)	-10
O=C(/C=C/c1ccc(-c2ccccc2[N+](=O)[O-])o1)Nc1ccc(-c2nc3ccccc3o2)cc1	106*
COc1ccc(-c2cc(-c3ccccc3)nc(-n3[nH]c(-c4ccccc4)cc3=O)n2)cc1OC	-2
O=C(Nc1ccccc1F)c1ccc(CSc2ccc(Cl)cc2)cc1	-38
O=[N+]([O-])c1ccccc1/C=N/n1cnnc1	-17
CCOC(=O)c1c(C)oc2cc(Br)c(OC(=O)c3ccc([N+](=O)[O-])cc3)cc12	-5
COc1ccccc1NC(=O)C1CC1(c1cccc(C)c1)c1cccc(C)c1 (stereo not drawn)	9
CCCc1cc2c(-c3ccccc3)cc(=O)oc2cc1OCC	-4
O=C(COc1ccc(Cl)cc1)Nc1ccc2ccccc2c1	10

Nothing new here: 5 of the compounds above.
SMILES	DUSP3 inh
CCc1ccc(-c2csc(-c3cc4cccc(OC)c4oc3=O)n2)cc1	-4
CC(C)CCNC(=O)c1cccc([N+](=O)[O-])c1	-24
O=C(NN=C1CCCCC1)c1cccnc1	-27
COc1cccc(C(=O)N2c3cc(OC)ccc3-c3c(ssc3=S)C2(C)C)c1	10
CCN(CC)c1ccc(NC(=O)COc2ccc(C)cc2C)cc1	-5

(listing goes on)
SMILES	DUSP3 inh
Cc1ccc(SC(CC(=O)O)c2ccccc2)cc1 (stereo not drawn)	-24
Cc1ccccc1N=C1NC(=O)CS1	-5
O=C(Oc1c(Br)cc(Br)cc1/C=N/NC(=O)c1ccccn1)c1cccc(F)c1	-13
O=C(Nc1ccc2nn(-c3ccc(F)cc3)nc2c1)c1ccncc1	1
N#C/C(=C/c1ccc(-c2ccccc2)cc1)c1nc(-c2ccc(Cl)cc2)cs1	-18
COc1ccc(OC)c(CN2CCN(Cc3ccc(Br)cc3)CC2)c1	9
O=S1(=O)CCC(NC(=S)N=Nc2c(O)[nH]c3ccccc23)C1 (stereo not drawn)	-1
O=C1C2C3C=CC(CC3)C2C(=O)N1/N=C/c1ccc(I)o1 (stereo not drawn)	15
Cc1cccc(NC(=O)COc2cc(C)c(Cl)c(C)c2)c1C	5
O=S(=O)(Nc1cccc(I)c1)c1ccc(Cl)cc1	-1
CC1=C(C(=O)c2ccccc2)C(c2cccc([N+](=O)[O-])c2)NC(=O)N1 (stereo not drawn)	-29
Cc1cccc(NCC(O)Cn2c3ccccc3c3ccccc32)c1C (stereo not drawn)	-4

A portion of the library; rates above refer to the full screens.
